# SIAE inh = human SIAE inhibitors, primary screen, biochemical, fluorescence polarization, FP-Rh probe, 1536-well HTS; Sialate O-acetylesterase (Homo sapiens), Q9HAT2; AID 1053197, 2014; inhibition, % at 9.66 µM; SIAE FP-Rh probe binding; 0.69% of 370,000 active;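 active means inhibition above a cutoff: mean of compounds within the control limits plus 3 SD of those, cut at about 17% in these data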;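 further: 0% = plate median of compound wells and 100% = probe without SIAE protein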
# Target sequence (Q9HAT2 whole entry, looked up): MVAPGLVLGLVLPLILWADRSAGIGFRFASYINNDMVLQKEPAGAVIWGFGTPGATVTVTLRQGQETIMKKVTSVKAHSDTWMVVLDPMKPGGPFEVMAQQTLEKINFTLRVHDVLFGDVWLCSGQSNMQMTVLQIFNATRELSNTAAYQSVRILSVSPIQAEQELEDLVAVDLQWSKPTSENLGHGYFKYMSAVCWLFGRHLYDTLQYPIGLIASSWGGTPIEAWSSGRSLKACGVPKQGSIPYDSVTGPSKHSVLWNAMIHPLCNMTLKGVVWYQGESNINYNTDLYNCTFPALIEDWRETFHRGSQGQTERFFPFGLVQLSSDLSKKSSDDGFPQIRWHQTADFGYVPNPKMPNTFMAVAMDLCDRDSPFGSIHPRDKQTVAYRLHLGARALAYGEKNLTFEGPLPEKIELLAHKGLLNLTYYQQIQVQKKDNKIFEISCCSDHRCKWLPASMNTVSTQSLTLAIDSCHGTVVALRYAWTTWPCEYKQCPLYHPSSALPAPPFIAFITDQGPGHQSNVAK
# HTRA1 inhibitor = HTRA1 serine protease inhibitors, primary screen, biochemical, fluorescence polarization, HTS | 0.5% of 340,000 active | recombinant HTRA1, FP-rhodamine activity-based probe | inhibition, % at 5.96 µM | AID 504803, 2011; in the data active means inhibition above about 36%;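 further: 0% = enzyme with DMSO and 100% = wells lacking enzyme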
# LEDGF integ inh = blockers of LEDGF/p75-dependent integrase strand transfer – biochemical, TR-FRET, high throughput, primary screen; HIV-1 integrase (with human LEDGF/p75); TR-FRET IN-LEDGF/p75 DNA integration, Eu/Cy5; inhibition, % at 3.7 µM; 0.64% of 370,000 active; AID 743269, 2014;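 active means inhibition above the screen-wide mean plus 3 SD, cut at about 13% in these data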;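 further: signal is the Cy5 over europium emission ratio at 671 and 618 nm; 0% = plate median of compound wells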
# MBD2 inh = inhibitors of MBD2 binding to methylated DNA, primary screen, biochemical, TR-FRET, DNA-binding domain, human; AID 686964, 2013; inhibition, % at 4.4 µM; MBD2 binding to methylated oligonucleotide; 0.31% of 370,000 active; in the data active means inhibition above about 13%
# Target sequence (Q9UBB5 whole entry, looked up, the tested form may be a part): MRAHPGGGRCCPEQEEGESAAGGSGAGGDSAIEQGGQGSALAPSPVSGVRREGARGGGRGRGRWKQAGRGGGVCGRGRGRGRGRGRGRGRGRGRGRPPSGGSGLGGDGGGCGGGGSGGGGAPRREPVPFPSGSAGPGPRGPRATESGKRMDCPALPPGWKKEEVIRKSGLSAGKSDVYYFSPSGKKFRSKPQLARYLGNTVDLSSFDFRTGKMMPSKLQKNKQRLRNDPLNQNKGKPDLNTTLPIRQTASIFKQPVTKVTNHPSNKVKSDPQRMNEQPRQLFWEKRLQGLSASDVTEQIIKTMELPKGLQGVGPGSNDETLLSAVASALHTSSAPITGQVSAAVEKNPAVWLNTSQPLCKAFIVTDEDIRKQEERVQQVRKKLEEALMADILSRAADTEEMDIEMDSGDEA
# TDP2 inh = human TDP2 enzyme inhibitors, primary screen, biochemical, epi absorbance, recombinant enzyme; 0.34% of 370,000 active; Tyrosyl-DNA phosphodiesterase 2 (Homo sapiens), O95551; inhibition, % at 12.8 µM; AID 720702, 2013; T5PNP hydrolysis, p-nitrophenol absorbance 415 nm;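 active means inhibition above the mean of all tested compounds plus 3 SD, set per campaign, cut at about 25% in these data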;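 further: 0% = DMSO with enzyme and 100% = buffer with substrate but no TDP2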
#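 Evaluation: % inhibition relative to enzyme-containing and enzyme-free wells. Material: recombinant human TDP2. Benchmarks: enzyme-free and DMSO wells. Timing: enzyme reaction with compound for 2 h at 37 °C. Compound dosing: 12.8 µM only. Measured by: p-Nitrophenol epi absorbance. Reagent: T5PNP substrate at 5 mM, a TopII-DNA adduct mimic. Replication: single well per compound.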
# mABHD4 FP = ABHD4 inhibitors, primary screen, biochemical, fluorescence polarization, mouse; purified mABHD4, FP-Rh probe fluorescence polarization; (Lyso)-N-acylphosphatidylethanolamine lipase (Mus musculus), Q8VD66; inhibition, % at 8.92 µM; 0.54% of 370,000 active; AID 720543, 2013;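 active means inhibition exceeding the mean over every tested compound plus 3 SD, cut at about 30% in these data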;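 further: 0% = plate median of compound wells and 100% = S159A mutant with DMSO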
#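 Material: mouse ABHD4 enzyme, wild type; Benchmarks: S159A mutant high control, sample median low control; Buffer or medium: HEPES pH 7.0, NaCl, Pluronic buffer; Signal: fluorescence polarization; Read-out: percent inhibition of probe binding, normalized to plate controls; Timing: pre-incubation 45 min, probe exposure 60 min, at 25 °C; Dosing: 8.92 µM, single dose.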
# TCR-CD3 inh = inhibitors of human TCR-CD3 interaction, primary screen, biochemical, fluorescence, TAMRA-labeled TCR probe. T-cell receptor (TCR). AID 651800, 2012. inhibition, % at 9.4 µM. 0.37% of 360,000 active; in the data active means inhibition above about 19%;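 further: recombinant mutant TCR 2C K166C tagged with TAMRA read by polarization; 0% = receptor in buffer alone and 100% = receptor with positive control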
# GC-B act = human GC-B receptor activators, primary screen, HEK293 GC-B cells, cGMP TR-FRET, EC30 CNP; 0.11% of 370,000 active; Atrial natriuretic peptide receptor 2 (Homo sapiens), P20594; 0% at EC30 CNP, 100% saturating CNP; activation, % at 10 µM;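 active means activation at 10 µM reaching about 35% in either raw or pattern-adjusted values, limit read from the data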
# PRMT1 inh = PRMT1 methyltransferase inhibitors, primary screen, biochemical, fluorescence polarization | Protein arginine N-methyltransferase 1 (Homo sapiens), Q99873 | recombinant PRMT1, activity-based probe fluorescence polarization | inhibition, % at 2.79 µM | 1.3% of 370,000 active | AID 652257, 2013;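 active means inhibition above about 21% made by adding two undisclosed values, limit read from the data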
# rCAG RNA binder = binders of r(CAG) RNA repeats, primary screen, biochemical, fluorescence. r(CAG) RNA repeat, TO-PRO-1 dye displacement fluorescence. inhibition, % at 3 µM. 1.3% of 370,000 active;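 active means inhibition above the plate cutoff, the mean of all test compounds on that plate plus 3 SD, cut at about 35% in these data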;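 further: 0% = DMSO alone and 100% = 100 µM mitoxantrone as full dye displacement; higher means more dye released from RNA so lower well fluorescence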
# * = called active by the depositor; x = not tested or not shown.
structure	SIAE inh	HTRA1 inhibitor	LEDGF integ inh	MBD2 inh	TDP2 inh	mABHD4 FP	TCR-CD3 inh	GC-B act	PRMT1 inh	rCAG RNA binder
CN1CCN(c2ccc(NC(=O)c3sc4ccccc4c3Cl)cc2)CC1	-3.0	2.9	0.9	0.1	19.5	7.7	6.6	-3.4	0.9	-0.3
COc1cccc(-c2onc3ccc(C(C)=O)cc23)c1	2.5	11.1	1.2	-3.8	-7.0	-0.8	-0.2	1.3	3.6	8.3
CCn1c(CSc2ncccn2)nnc1SCC(=O)N1c2ccccc2CC1C (stereo unspecified)	6.4	2.2	0.8	7.9	3.1	-5.3	-5.9	1.4	-4.2	-7.2
COc1ccc(Cn2cccc(NC(=O)Nc3ccc(C#N)cc3)c2=O)cc1	-5.6	1.1	0.0	-9.3	0.4	3.0	7.3	1.4	-5.0	2.9
Nc1ccc(NC(=S)Nc2ccccc2)cc1	17.2*	18.4	7.4	-8.0	31.9*	12.0	9.9	-2.6	1.4	6.0
CN1C(=O)c2cccc3c(S(=O)(=O)NCCc4ccccc4)ccc1c23	-3.1	-7.5	-2.2	-5.2	7.0	-2.3	5.1	0.0	-1.0	5.4
COc1ccc(NC(=O)CCCc2ccccc2)cc1OC	4.5	7.4	0.0	0.5	3.9	-2.4	1.6	6.4	-0.5	-3.1
O=C(Nc1ccc(S(=O)(=O)N2CCCCCC2)cc1)c1[nH]ncc1[N+](=O)[O-]	-10.3	-18.5	1.1	4.6	1.3	0.5	10.0	-0.4	0.9	33.0
Cc1nn(-c2ccccc2)nc1C(=O)NNC(=O)c1ccc(C(F)(F)F)cc1	9.2	-5.8	0.1	-5.8	0.8	4.3	5.7	0.1	0.2	2.0
O=C(N/N=C\c1ccc(-c2ccccc2[N+](=O)[O-])o1)C1COc2ccccc2O1 (stereo unspecified)	2.8	-21.6	-1.5	3.3	15.2	-2.0	12.7	-7.7	-4.4	5.4
CC1(C)c2[nH]c3ccccc3c2C[C@@H]2C(=O)N(Cc3ccccc3F)C(=O)N21	1.5	-22.5	-0.3	10.7	-9.2	-24.5	-2.7	19.1	4.1	6.2
Nc1nnc(CC(=O)Nc2ccccc2)s1	5.0	x	4.3	-3.5	-4.1	-2.1	2.2	1.5	-4.3	1.1
COc1cc(/C=N/NC(=S)NC2CC3CCC2C3)ccc1O (stereo unspecified)	3.2	0.5	-1.6	-3.3	-0.7	9.5	1.1	-4.3	4.7	2.0
CCOC(=O)c1c(NC(=O)CN2C(=O)NC3(CCC(C)CC3)C2=O)sc(C)c1-c1ccc(C)cc1 (stereo unspecified)	-4.7	3.4	-0.6	5.0	1.4	-7.0	-4.0	3.4	2.3	2.5
CC1=CCC2C(=O)N(c3ccc(C)cc3)C(=O)C2C1 (stereo unspecified)	1.9	-0.1	-4.3	0.8	-1.9	-1.7	4.6	4.8	-0.1	-1.7
CCc1cc2c(CN(C)Cc3ccccc3F)cc(=O)oc2cc1O	3.6	-21.6	1.2	4.7	-1.4	-8.2	-7.7	-2.7	1.9	3.6
CCN(CC)c1ccc(NC(=O)c2cnn(CC)c2)cc1	-5.1	13.9	-2.1	-1.9	3.1	-3.2	-6.2	0.3	0.0	-2.2
CCCCN(C(=O)c1cc(CC)c(C)s1)c1c(N)n(CC(C)C)c(=O)[nH]c1=O	-1.0	-1.9	-0.6	-3.0	0.1	0.3	4.2	4.0	1.9	-0.6
CCCn1nnnc1NCc1ccccc1OCc1cccs1	-7.0	-11.7	0.9	0.3	5.5	2.8	-3.7	1.3	0.6	-5.8
O=C(NNC(=O)C1COc2ccccc2O1)c1ccccc1O (stereo unspecified)	7.5	21.0	-9.3	-2.4	1.6	5.9	28.7*	-1.7	0.8	1.5
O=C(CN1C(=O)NC2(CCCCCC2)C1=O)Nc1ccc(Cl)c([N+](=O)[O-])c1	2.1	-10.6	-2.5	0.0	-8.9	-8.4	7.7	2.9	1.2	6.6
COc1ccc(C(=O)On2c(-c3ccc(Br)cc3)nc3ccccc3c2=O)cc1	-11.0	-18.2	-1.3	-4.0	4.3	-0.3	-2.5	4.0	0.0	1.4
Cc1cc(C)c2nc(N3C(=O)C(O)=C(C(=O)c4ccco4)C3c3ccc(O)cc3)sc2c1 (stereo unspecified)	-39.4	-44.6	1.3	-3.5	-5.9	-60.2	0.8	-7.0	12.7	84.5*
O=C(NCCOc1ccccc1)C1Nc2ccc(OC(F)(F)F)cc2C2C=CCC12 (stereo unspecified)	5.6	13.4	-0.7	-2.8	6.2	2.6	4.0	-0.7	9.3	23.8
COCc1cc(C)nc(N2CCOCC2)c1C#N	-2.4	6.9	2.4	0.5	2.2	0.2	1.7	-3.2	1.3	1.7
Cc1cc(C(=O)N/N=C/c2cccc([N+](=O)[O-])c2)c(C)o1	-3.4	4.4	-0.9	-3.6	-25.9	-0.3	2.1	4.0	-1.5	5.5
Cc1ccc(N=C2NC(=O)/C(=C/c3cn(C)c4ccccc34)S2)cc1C	-41.0	-12.7	3.9	2.8	0.4	-58.8	-9.8	3.2	-10.3	16.2
O=C1/C(=C\c2ccc(O)cc2)SC(=S)N1/N=C/c1ccc(O)cc1	-28.8	-38.2	-1.8	-4.5	-4.8	-13.9	-23.9	-4.7	5.8	-14.3
COc1cccc(CC(=O)Nc2ccc(N3CCOCC3)c(S(=O)(=O)Nc3ccccc3OC)c2)c1	-23.7	-37.0	-2.1	-5.8	0.9	-34.5	-3.9	-5.1	6.1	11.5
Cc1nn(C)c(C)c1CN(C)C(=O)C1CCC(=O)N(C2CCCCCC2)C1 (stereo unspecified)	-1.0	3.3	2.9	-3.8	0.9	-2.0	-4.3	-1.4	-3.2	-6.5
CCCCn1c(N)c(N(CC(C)C)C(=O)COC(=O)c2ccccc2NCCO)c(=O)[nH]c1=O	-1.0	1.8	0.1	6.2	2.2	0.8	3.6	-3.9	-0.4	-3.0
O=C(O)/C(=C\c1cccc(O)c1)c1ccc(S(=O)(=O)N2CCCC2)s1	0.8	-4.5	1.5	0.5	0.3	1.5	3.2	0.7	0.3	9.4
Cc1nc(Cl)c2c(n1)N(CC(N)=O)C(=O)CO2	-2.3	-2.9	-0.8	-1.8	-3.1	1.2	-0.6	-0.9	-4.6	-5.2
Oc1[nH]c2ccccc2c1N=Nc1ccccc1Cl	1.1	-3.0	-1.7	-3.3	6.0	-2.6	0.6	-3.5	-5.7	6.4
CCOC(=O)C(C)(C)N(Cc1ccccc1C)S(=O)(=O)c1ccc(Cl)c([N+](=O)[O-])c1	-0.9	-18.4	0.5	0.1	0.2	-0.2	7.1	-5.1	-3.3	3.3
CNC[C@@H](CC1CCCCC1)NC[C@H](CC(C)C)NCCc1cccc(C(F)(F)F)c1	-2.7	5.3	4.0	1.9	-7.2	31.1*	-4.8	-7.0	1.5	5.6
COc1cccc(-c2nc(NC3CCCC3)c3ccccc3n2)c1O	29.1*	0.1	1.0	-5.8	-0.6	21.0	3.9	14.1	-0.3	20.6
Cc1cc(NC(=O)CCC(=O)N(Cc2ccco2)C2(C(=O)NC3CCCCC3)CCCC(C)C2)no1 (stereo unspecified)	-1.6	-6.6	1.5	1.5	6.6	1.2	5.4	-2.4	0.0	0.7
Cc1cc(NC(=O)CCC(=O)N(Cc2ccco2)C2(C(=O)NC3CCCC3)CCC(C)CC2)no1 (stereo unspecified)	2.6	-3.0	2.2	-5.7	1.6	1.1	4.8	-0.6	-1.6	-7.4
CCOc1ccc2oc(C(=O)N3CCCN(C)CC3)c(C)c2c1	-3.9	2.6	2.5	2.9	-12.1	-0.3	-3.2	-1.3	1.8	2.3
CC1=NN(C(=O)CCCc2ccccc2)C(O)(C(F)(F)F)C1 (stereo unspecified)	-2.0	-0.8	1.8	-0.6	-8.6	-1.9	4.1	-0.4	-1.3	-5.0
COc1ccc(/C=C2\SC(=S)N(CCCC(=O)NNC(=O)c3ccccc3O)C2=O)cc1	-18.7	32.5	-3.7	-1.4	-10.1	6.0	30.9*	3.4	-4.0	1.9
COc1ccc(/C=C/C(=O)NCC(=O)n2nc(C)cc2C)cc1	-2.7	x	5.8	1.4	-5.9	1.0	2.1	-2.4	-1.9	-2.1
COc1ccc(C(=O)CC(=O)C(=O)Nc2cccc(C(C)=O)c2)cc1	7.6	-1.4	9.2	-10.4	1.7	0.7	-4.4	-1.4	-2.1	11.5
CCc1nnc(NC(=O)C2Cc3ccccc3CN2S(=O)(=O)CC)s1 (stereo unspecified)	-2.9	-2.3	-2.7	-5.6	-4.2	1.7	5.2	1.0	1.7	-2.6
O=C(NCc1ccco1)c1ccc([N+](=O)[O-])cc1Cl	1.1	-1.1	-0.3	-6.5	-4.9	-2.4	8.1	7.0	-0.6	6.6
Cc1ccc(-n2ncc3c2CC(C)(C)CC3NC(=O)CN2CCCC2=O)cc1 (stereo unspecified)	-1.9	1.1	0.3	-2.3	0.7	0.0	-4.9	-0.4	-0.6	-7.0
Cc1ccc(-c2nc(N)s[n+]2-c2ccccc2)cc1	2.1	-3.1	-0.7	-1.7	2.8	4.2	6.6	8.4	-5.2	1.8
Cc1ccccc1OCC(=O)NNC(=S)NC(=O)c1ccco1	0.8	2.7	0.5	-4.2	-7.0	6.0	11.8	7.4	1.1	6.8
COc1ccc(C(=O)N2CCN(c3ccccc3)CC2)cc1S(=O)(=O)NC1CC1	-2.8	1.2	2.1	4.1	0.2	2.9	-0.6	0.9	0.6	-3.7
Cc1ccc(S(=O)(=O)N2CCC(C(=O)OCC(=O)N3CC(=O)Nc4ccccc43)CC2)cc1	-5.4	-2.6	0.6	-4.1	2.9	6.1	-0.8	-6.8	-1.7	-2.0
CCCCNC(=O)CN(c1cccc(Br)c1)S(C)(=O)=O	-1.1	-2.3	-2.3	0.5	12.8	0.8	-4.1	-1.7	2.3	-4.2
NC(=O)C(=O)NCCCN1CCOCC1	8.3	1.8	2.4	-0.1	-12.6	-2.1	5.4	-1.0	-6.9	-1.0

# An excerpt; rates above refer to the full screens.
